hIAP inh = human IAP inhibitors, primary screen, biochemical, luminescence, uHTS. Intestinal-type alkaline phosphatase (Homo sapiens), P09923. purified IAP, CDP-Star luminescence, 30 min. inhibition, % at 10 µM. 330,000 tested, 0.12% active. AID 2544, 2010;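 active means inhibition reaching a set limit with compound at 10 µM in the primary screen, cut at about 35% in these data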;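 further: plate controls were DMSO wells with enzyme for no effect and no-enzyme buffer wells for full effect; values of inactives mirror those of a sister screen read the other way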
Target sequence (P09923 whole entry, looked up): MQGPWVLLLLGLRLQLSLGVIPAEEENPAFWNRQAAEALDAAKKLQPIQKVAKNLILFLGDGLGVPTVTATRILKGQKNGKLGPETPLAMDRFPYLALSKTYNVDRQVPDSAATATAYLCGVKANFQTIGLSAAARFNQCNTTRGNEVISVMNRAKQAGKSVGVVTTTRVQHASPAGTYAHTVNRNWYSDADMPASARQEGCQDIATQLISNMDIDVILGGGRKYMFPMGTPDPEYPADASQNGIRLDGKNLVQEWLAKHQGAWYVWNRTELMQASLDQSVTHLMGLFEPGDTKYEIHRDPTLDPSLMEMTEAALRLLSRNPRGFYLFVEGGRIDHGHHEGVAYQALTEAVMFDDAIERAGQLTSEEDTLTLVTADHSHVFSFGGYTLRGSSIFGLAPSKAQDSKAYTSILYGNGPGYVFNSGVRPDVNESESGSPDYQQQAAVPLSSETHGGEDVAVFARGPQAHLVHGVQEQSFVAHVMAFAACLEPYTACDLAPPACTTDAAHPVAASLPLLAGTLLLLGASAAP
ATG4B inh = ATG4B protease inhibitors, primary screen, biochemical, fluorescence, uHTS; Cysteine protease ATG4B (Homo sapiens), Q9Y4P1; ATG4B cleavage of LC3-PLA2, NBD-HPC fluorescence, 1 h; inhibition, % at 8.33 µM; 340,000 tested, 0.51% active; in the data active means inhibition above about 40%
hIAP activ = human IAP activators, primary screen, biochemical, luminescence, uHTS. purified human IAP, CDP-Star luminescence, 30 min; hits give high values; 1 = vehicle-only enzyme, 0 = enzyme-free background. activation factor at 10 µM. 330,000 tested, 0.16% active;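 active means activation factor of the enzyme at least 2-fold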; further: the source names both 10 and 20 µM as test concentration; values of inactives mirror those of a sister screen read the other way
APOBEC3A inh = APOBEC3A ssDNA deaminase inhibitors, primary screen, selectivity assay for APOBEC3G inhibitor project, biochemical, FAM/TAMRA oligo cleavage fluorescence | 330,000 tested, 0.41% active | recombinant A3A, FAM/TAMRA ssDNA deamination fluorescence | inhibition, % at 20 µM;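 active means at least 40% inhibition at 20 µM here, with at most 30% in a related deaminase screen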;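 further: plate controls were A3A with DMSO for no effect and wells lacking A3A enzyme for full effect; some results filed as inactive read as strong as hits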
Target sequence (P31941 whole entry, looked up): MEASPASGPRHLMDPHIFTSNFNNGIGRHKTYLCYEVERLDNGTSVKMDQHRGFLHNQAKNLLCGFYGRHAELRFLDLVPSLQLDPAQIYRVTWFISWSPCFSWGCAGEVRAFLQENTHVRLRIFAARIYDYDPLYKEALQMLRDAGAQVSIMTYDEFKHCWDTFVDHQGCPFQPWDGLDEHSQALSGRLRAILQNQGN
MPTP inh = mitochondrial permeability transition pore inhibitors, primary screen, biochemical, isolated mouse mitochondria, absorbance; Ca2+ swelling absorbance, 30 min; inhibition, % at 10 µM; 360,000 tested, 1.4% active; AID 602449, 2012;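 active means inhibition of 50% or more, scaled per plate between neutral and stimulator controls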;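 further: 0% = DMSO wells given calcium and 100% = 1 mM EGTA wells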
mIAP block = inhibitors of mouse IAP, primary screen, biochemical, luminescence, uHTS; purified mouse IAP, CDP-Star luminescence, 30 min; 330,000 tested, 0.2% active; AID 2806, 2010; inhibition, % at 10 µM; intestinal alkaline phosphatase [Mus musculus];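 active means inhibition of at least 40% at 10 µM in the primary screen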;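 further: plate controls were DMSO with enzyme for no effect and no enzyme wells for full effect; values of inactives mirror those of a sister screen read the other way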
MIN6 prolif = inducers of MIN6 beta-cell proliferation, primary screen, ATP luminescence, uHTS. MIN6 cells proliferation, ATPlite luminescence, 48 h; cells starved in 0.2% serum; 100% = growth in 10% serum. proliferation, % at 10 µM. 330,000 tested, 0.29% active. AID 2380, 2010;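 active means compounds whose signal lies at least 3.5 SD above the mean of all wells on their plate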;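 further: 0% = DMSO-treated cells in low-serum medium and 100% = 10% serum control; some compounds called inactive have numbers as strong as hits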
APOBEC3G inh = APOBEC3G DNA deaminase inhibitors, primary screen, biochemical, fluorescence, single-stranded DNA substrate, uHTS | DNA dC->dU-editing enzyme APOBEC-3G (Homo sapiens), Q9HC16 | recombinant A3G, ssDNA deamination FAM/TAMRA fluorescence | inhibition, % at 20 µM | 330,000 tested, 0.28% active | AID 493012, 2011;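 active means inhibition of at least 40% at 20 µM, with no more than 30% in the related APOBEC3A deaminase screen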;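 further: plate controls were DMSO wells with A3G for no effect and wells lacking A3G enzyme for full effect; some compounds called inactive have numbers as strong as hits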
Target sequence (Q9HC16 whole entry, looked up): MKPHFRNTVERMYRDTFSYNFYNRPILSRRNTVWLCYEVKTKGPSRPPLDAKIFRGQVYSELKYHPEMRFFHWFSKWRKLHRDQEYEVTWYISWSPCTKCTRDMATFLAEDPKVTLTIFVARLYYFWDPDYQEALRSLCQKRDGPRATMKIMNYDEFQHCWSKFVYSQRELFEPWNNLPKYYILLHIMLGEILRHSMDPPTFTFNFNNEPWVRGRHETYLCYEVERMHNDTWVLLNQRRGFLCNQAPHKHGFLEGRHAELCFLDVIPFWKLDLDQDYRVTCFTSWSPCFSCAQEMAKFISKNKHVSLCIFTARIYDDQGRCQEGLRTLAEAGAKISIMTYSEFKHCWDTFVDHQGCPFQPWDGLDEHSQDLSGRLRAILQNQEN
mIAP activ = activators of mouse IAP, primary screen, biochemical, luminescence, uHTS. muIAP, CDP-Star luminescence, 30 min; hits give high values; 1 = vehicle-only enzyme signal, 0 = enzyme-free wells. activation factor at 10 µM. 330,000 tested, 0.24% active;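 active means activation factor of at least 2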; further: the source names both 10 and 20 µM as test concentration; values of inactives mirror those of a sister screen read the other way
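Assay system: mouse IAP enzyme / Compound: DMSO-dissolved test compounds / Timing: 30 min, room temperature / Measured by: luminescence from enzymatic CDP-Star hydrolysis / Control set: DMSO-only wells, enzyme-free buffer wells as negative control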
Starred values were filed as active, the others as inactive; / = not tested or not shown. This is a subset. The share of hits here may be higher or lower than overall.

SMILES | hIAP inh | ATG4B inh | hIAP activ | APOBEC3A inh | MPTP inh | mIAP block | MIN6 prolif | APOBEC3G inh | mIAP activ
CCn1c(=O)cc(SCC(=O)N2CCC3(CC2)OCCO3)c2ccccc21 | 7 | -6 | 0.93 | -2 | -1.5 | 8 | -3 | -6 | 0.92
Cn1c2ccccc2c2c(C(=O)N3CCC4(CC3)OCCO4)cn(C3CCCCC3)c(=O)c21 | -22 | -1 | 1.2 | -3 | -0.3 | 1 | 4 | -3 | 0.99
Oc1ccc2c3c1OC1C(O)CC[C@@]4(O)[C@@H](C2)N(CC2CCC2)CC[C@]314 (stereo not given in full) | 0 | / | 1 | -1 | / | -12 | -3 | -7 | 1.1
C=C1C(=O)O[C@H]2[C@H]1[C@H](OC(=O)CC(=O)O[C@@H]1C[C@@H](C)[C@@H]3C=CC(=O)[C@@]3(C)[C@H]3OC(=O)C(=C)[C@H]13)C[C@@H](C)[C@H]1C=CC(=O)[C@]12C | 3 | -8 | 0.97 | 3 | 12 | -5 | -8 | 1 | 1.1
CC(N)C(=O)OC(C)(C)Cc1ccc(Cl)cc1 (stereo not given) | -7 | 0 | 1.1 | 8 | 2.7 | -8 | -2 | 5 | 1.1
COC(=O)C1=C(c2ccc(S(C)(=O)=O)cc2)C[C@@H]2CC[C@H]1N2C(=O)NCCS(C)=O (stereo not given in full) | -1 | 0 | 1 | -2 | -1.3 | -7 | -2 | -9 | 1.1
O=c1[nH]c(=S)n(-c2ccc(Cl)cc2)c(O)c1C=Nc1ccc(N2CCOCC2)cc1 | 15 | 1 | 0.85 | -3 | -0.4 | 1 | 3 | -1 | 0.99
CCOc1ccc(NC2=NCCCS2)cc1 | -2 | -1 | 1 | 3 | -0.1 | -2 | 3 | 4 | 1
CN1C(=O)C2C[C@@]3(Br)c4ccccc4N(OOSc4ccccc4)[C@H]3N2C(=O)[C@@H]1Cc1ccccc1 (stereo not given in full) | 9 | -6 | 0.91 | 0 | -1.6 | 4 | -7 | 3 | 0.96
O=[N+]([O-])c1ccc(Cl)c(Cl)c1Cl | 11 | -2 | 0.89 | -2 | -0.8 | 13 | 0 | -8 | 0.87
O=C(NC12CC3CC(CC(C3)C1)C2)OC1CN2CCC1CC2 (stereo not given) | -23 | 0 | 1.2 | -2 | 2.5 | -1 | -3 | -6 | 1
C=C(COC(C)=O)CC1CC(O)[C@]2(C)OC3CC4OC5C[C@]6(C)O[C@]7(C)CCC8OC9C[C@]%10(C)OC%11C(C)=CC(=O)OC%11CC%10OC9C[C@@H](C)C8OC7CC6O[C@]5(C)C/C=C\C4OC3CC2O1 (stereo not given in full) | -8 | -20 | 1.1 | 0 | -2.1 | 12 | -1 | -8 | 0.88
CCCCn1c(O)c(C(=O)/C=C/c2c[nH]c3ccccc23)c(=O)[nH]c1=O | -6 | -2 | 1.1 | -5 | -2.7 | 5 | -3 | -9 | 0.95
Cc1c(C(=O)O)cc(-c2ccccc2)n1Cc1ccccc1 | -16 | 7 | 1.2 | -5 | 1.3 | -7 | -2 | -7 | 1.1
CCC12CN3CCN(CC(C3)/C1=N\O)C2 | 7 | -10 | 0.93 | -7 | -7.7 | 5 | -1 | -7 | 0.95
CCOC(=O)C1(CCOc2ccccc2)CCN(Cc2ccccc2OC)CC1 | -16 | -7 | 1.2 | -2 | 2.6 | -2 | -5 | 24 | 1
CCOc1ccc2oc(C(=O)NN3C(C)CCCC3C)c(C)c2c1 (stereo not given) | -11 | -3 | 1.1 | 9 | -0.2 | -10 | -2 | -13 | 1.1
O=c1cccc2n1CC1CC2CN(Cc2ccc3c(c2)OCO3)C1 (stereo not given) | -14 | 3 | 1.1 | 0 | 0.6 | -2 | 1 | 1 | 1
N#CCP(=S)(c1ccccc1)c1ccccc1 | -3 | -9 | 1 | 1 | -0.1 | -6 | 0 | -1 | 1.1
CC(C)C(=O)c1cn(Cc2ccccc2C#N)c2ccccc12 | 3 | -5 | 0.97 | -5 | -4.4 | -3 | 7 | -10 | 1
Oc1c(Br)cc(Br)cc1Br | 7 | 1 | 0.93 | -3 | 0.9 | 0 | 4 | -11 | 1
C=CCN1C(=O)C2(C(C(=O)OCC)=C(N)Oc3ccccc32)c2c1c1ccccc1oc2=O (stereo not given) | 8 | -11 | 0.92 | 1 | 1.7 | 4 | 1 | -5 | 0.96
CCC(CC)N1CCN(C(=O)Cc2ccccc2)CC1 | 4 | -14 | 0.96 | -4 | -1.1 | -1 | -1 | -3 | 1
O=c1[nH]c(=S)n(-c2ccccc2F)c(O)c1C=NCc1ccco1 | -9 | -5 | 1.1 | 0 | 25 | 8 | 0 | -1 | 0.92

As entered above.
Value of N#CCP(=S)(c1ccccc1)c1ccccc1 in APOBEC3G inh: -1
Value of C=CCN1C(=O)C2(C(C(=O)OCC)=C(N)Oc3ccccc32)c2c1c1ccccc1oc2=O (stereo not given) in hIAP activ: 0.92
Value of Oc1c(Br)cc(Br)cc1Br in MPTP inh: 0.9
Value of CCOc1ccc2oc(C(=O)NN3C(C)CCCC3C)c(C)c2c1 (stereo not given) in APOBEC3G inh: -13
Value of Cc1c(C(=O)O)cc(-c2ccccc2)n1Cc1ccccc1 in mIAP block: -7

Next part
SMILES | hIAP inh | ATG4B inh | hIAP activ | APOBEC3A inh | MPTP inh | mIAP block | MIN6 prolif | APOBEC3G inh | mIAP activ
C=C(c1ccccc1)P(=O)(O)O | -7 | 6 | 1.1 | -6 | 1.3 | -4 | 0 | -7 | 1
O=c1[nH]c(=O)n(Cc2ccc(F)cc2)c(O)c1C=NCCCO | 12 | -3 | 0.88 | -1 | -1.8 | 14 | 4 | -1 | 0.86
O=P(Oc1ccccc1)(Oc1ccccc1)C(O)c1ccccc1 (stereo not given) | 9 | -3 | 0.91 | -3 | -2.2 | 6 | 0 | -4 | 0.94
O=C1NC(=O)N(c2ccc3c(c2)OCO3)C(=O)/C1=C\c1ccsc1 | -6 | -3 | 1.1 | -2 | 9.2 | 26 | -1 | -6 | 0.74
C=CCn1c(O)c(/C=N/NC(=O)CCCC)c(=O)[nH]c1=S | -30 | 1 | 1.3 | 9 | -5.9 | 4 | 2 | -10 | 0.96
CCC(=O)N1c2ccc(S(=O)(=O)CCC(=O)N3CCC4(CC3)OCCO4)cc2CC1C (stereo not given) | -13 | -1 | 1.1 | -1 | 3.0 | -14 | -1 | -5 | 1.1
S=P(Nn1cnnc1)(c1ccccc1)c1ccccc1 | -3 | 0 | 1 | 5 | 2.3 | -5 | 2 | -8 | 1
O=c1[nH]c(=S)n(-c2ccccc2)c(O)c1C=NCc1ccccn1 | -16 | -1 | 1.2 | -2 | 0.8 | 5 | -3 | -4 | 0.95
Cc1ccc(C2=NCC(=O)Nc3ccc(Br)cc32)cc1 | 10 | -1 | 0.9 | -8 | -0.8 | 2 | 1 | -6 | 0.98
CCN1C(=O)NC(=O)/C(=C\c2cn(CC(=O)N3CCCCC3C)c3ccccc23)C1=O (stereo not given) | 4 | 7 | 0.96 | 0 | 0.9 | -6 | -1 | -4 | 1.1
CCN1CCN(c2cc(N3CCCC3)c([N+](=O)[O-])cc2F)CC1 | 28 | -3 | 0.71 | -3 | 7.5 | 10 | 2 | -4 | 0.9
O=[N+]([O-])c1ccc(N2CCNCC2)cc1NCc1ccco1 | -1 | 0 | 1 | -7 | -0.2 | 8 | -1 | -6 | 0.92

Some of the entries so far, as tab-separated lines:
mol	hIAP inh	ATG4B inh	hIAP activ	APOBEC3A inh	MPTP inh	mIAP block	MIN6 prolif	APOBEC3G inh	mIAP activ
Cc1ccc(C2=NCC(=O)Nc3ccc(Br)cc32)cc1	10	-1	0.9	-8	-0.8	2	1	-6	0.98
CCN1C(=O)NC(=O)/C(=C\c2cn(CC(=O)N3CCCCC3C)c3ccccc23)C1=O (stereo not given)	4	7	0.96	0	0.9	-6	-1	-4	1.1
CCN1CCN(c2cc(N3CCCC3)c([N+](=O)[O-])cc2F)CC1	28	-3	0.71	-3	7.5	10	2	-4	0.9

(continued)
SMILES | hIAP inh | ATG4B inh | hIAP activ | APOBEC3A inh | MPTP inh | mIAP block | MIN6 prolif | APOBEC3G inh | mIAP activ
O=P(C(c1c[nH]c2ccccc12)N1CCOCC1)(N1CCOCC1)N1CCOCC1 (stereo not given) | -1 | -9 | 1 | -4 | 0.4 | -12 | -2 | -2 | 1.1
C=Cn1ccnc1P(=S)(c1nccn1C=C)c1nccn1C=C | -10 | 1 | 1.1 | -3 | 0.4 | 5 | 1 | -6 | 0.95
CCCCn1c(=O)c(C(=O)Nc2cccc(C)c2)c(O)c2ccccc21 | 15 | -2 | 0.85 | -5 | 5.6 | 19 | -4 | -6 | 0.81
OCC(Cl)CCl (stereo not given) | 11 | 5 | 0.89 | -3 | -0.3 | -1 | 0 | -9 | 1
CC(=NCc1ccco1)c1c(O)n(Cc2ccccc2)c(=O)[nH]c1=O | -4 | -11 | 1 | -1 | -6.8 | 2 | 4 | -2 | 0.98
COC(=O)C1=C(c2ccc(C(C)=O)cc2)C[C@@H]2CC[C@H]1N2C(=O)N1CCC(O)CC1 | 10 | -10 | 0.9 | 1 | 0.6 | -10 | 2 | -5 | 1.1
O=C(O)CN1C(=O)CN=C(c2ccccn2)c2cc(Cl)ccc21 | -7 | -1 | 1.1 | 0 | 0.5 | -11 | -2 | -4 | 1.1
O=C1NC(=O)C(CCc2ccccn2)(Cc2cccc(Cl)c2Cl)C(=O)N1c1ccc(Br)cc1 (stereo not given) | 1 | 6 | 0.99 | -1 | -1.7 | -3 | 0 | 1 | 1
CCN(CC)c1ccc(N=Cc2c(O)n(Cc3ccco3)c(=O)[nH]c2=O)cc1 | -1 | 1 | 1 | -1 | 7.3 | 10 | -1 | -3 | 0.9
CN1CCCN(C(=O)COc2ccccc2)CC1 | -11 | 6 | 1.1 | -4 | -1.1 | 7 | -3 | -9 | 0.93
C[n+]1c(-c2ccccc2)sc2ccccc21 | -16 | -3 | 1.2 | -5 | 0.3 | -5 | -5 | -4 | 1.1
NP(=O)(OCC(F)(F)F)Oc1ccccc1 (stereo not given) | -6 | -2 | 1.1 | -3 | -1.3 | -4 | 0 | -6 | 1
c1ccc(CCNC2CCCCCC2)cc1 | 4 | 3 | 0.96 | -1 | -0.3 | -2 | 2 | -2 | 1
Cc1cccc(OP(=O)(Nc2cccnc2)Oc2cccc(C)c2)c1 | -2 | -4 | 1 | 1 | -3.3 | -4 | 3 | -5 | 1
CCN(CC)C(=O)c1ccc(NC(=O)COc2ccccc2F)cc1 | -7 | 1 | 1.1 | -2 | 0.3 | 7 | 2 | -9 | 0.93
Cc1cc(C=O)c(C)n1C1CC1 | 5 | 2 | 0.95 | -1 | 1.3 | 1 | 0 | -2 | 0.99
COC(=O)C1=C(c2ccc(F)cc2OCc2ccccc2)C[C@@H]2CC[C@H]1N2C(=O)NCc1ccccc1Br | 11 | 64* | 0.89 | 0 | 0.6 | -44 | -7 | -6 | 1.4
CC(=Nc1ccc2c(c1)CCC2)c1c(O)n(-c2ccccc2)c(=O)[nH]c1=O | -2 | 2 | 1 | 6 | 1.8 | -4 | -1 | 2 | 1
